Wnt act: Wnt/beta-catenin pathway activation; Wnt/beta-catenin reporter cell assay, activator, plate reader; activation, % at 9.35 µM; 300,000 compounds, 1.2% hits; AID 743398; in the data active = activation above about 30%, passing the limit was not always enough;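 also: 0% = neutral control wells and 100% = positive control wells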
CAL PDZ inh: blocks peptide binding to human CAL PDZ domain. Q9HD26. purified CAL PDZ, TMR-peptide fluorescence polarization, 1 h. inhibition, % at 20 µM. 330,000 compounds, 0.02% hits;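 active = highest replicate inhibition of at least 40%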;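 also: plate controls were DMSO neutral control wells for no effect and unlabeled competitor peptide control wells for full effect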
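Material – purified CerCALP PDZ construct · Detection – FP readout, S and P plane fluorescence · Measure – percent inhibition from loss of millipolarization · Controls – unlabelled peptide for full inhibition, DMSO wells as neutral · Probe or stimulus – TMR-labelled reporter peptide T*-PRC34 bound in PDZ groove · Times – 1 h at RT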
PvdQ acylase: P. aeruginosa PvdQ acylase inhibition. 340,000 compounds, 0.063% hits. inhibition, % at 10 µM. purified PvdQ acylase, fluorescence plate reader; in the data active = inhibition above about 30%, passing the limit was not always enough;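 also: 0% = vehicle neutral wells and 100% = reference inhibitor wells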
AddAB inh: less growth of phage-infected E. coli with AddAB | E. coli expressing H. pylori AddAB, absorbance growth | inhibition, % at 11.9 µM | 330,000 compounds, 0.29% hits; in the data active = inhibition above about 12%;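 also: 0% = vehicle wells of infected cells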
PfHsp90 set2: inhibits growth of yeast expressing Plasmodium falciparum Hsp90; S. cerevisiae expressing PfHsp90, BacTiter-Glo ATP, 48 h; yeast lacking PDR1 and PDR3 efflux regulators; inhibition, % at 9.4 µM; 310,000 compounds, 0.32% hits;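 active = every replicate shows inhibition above about 80%, whatever the replicate mean, limit read from the data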;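 also: 0% = DMSO neutral controls and 100% = 20 µM radicicol positive controls; yeast relying on Plasmodium falciparum Hsp90 in place of its own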
E coli growth: counter-screen for AddAB inhibitors: E. coli growth inhibition. inhibition, % at 11.9 µM. E. coli V3065 growth, OD600 absorbance, 18 h. 330,000 compounds, 0.27% hits. AID 449728;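 active = inhibition above the campaign's mean inhibition across all tested compounds plus 3 SD, cut at about 9.9% in these data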;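 also: uninfected addAB+ strain grown without phage in ampicillin broth; 0% = DMSO wells and 100% = ciprofloxacin 0.95 µg/ml wells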
DAGLB inhibitor: blocks human DAGLB lipase activity; inhibition, % at 5.17 µM; 340,000 compounds, 0.059% hits; Q8NCG7; HEK293T DAGLB membrane lysate, EnzChek fluorogenic substrate; in the data active = inhibition above about 34%;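 also: 0% = enzyme with vehicle and 100% = wells lacking enzyme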
Target sequence (Q8NCG7 whole entry, looked up): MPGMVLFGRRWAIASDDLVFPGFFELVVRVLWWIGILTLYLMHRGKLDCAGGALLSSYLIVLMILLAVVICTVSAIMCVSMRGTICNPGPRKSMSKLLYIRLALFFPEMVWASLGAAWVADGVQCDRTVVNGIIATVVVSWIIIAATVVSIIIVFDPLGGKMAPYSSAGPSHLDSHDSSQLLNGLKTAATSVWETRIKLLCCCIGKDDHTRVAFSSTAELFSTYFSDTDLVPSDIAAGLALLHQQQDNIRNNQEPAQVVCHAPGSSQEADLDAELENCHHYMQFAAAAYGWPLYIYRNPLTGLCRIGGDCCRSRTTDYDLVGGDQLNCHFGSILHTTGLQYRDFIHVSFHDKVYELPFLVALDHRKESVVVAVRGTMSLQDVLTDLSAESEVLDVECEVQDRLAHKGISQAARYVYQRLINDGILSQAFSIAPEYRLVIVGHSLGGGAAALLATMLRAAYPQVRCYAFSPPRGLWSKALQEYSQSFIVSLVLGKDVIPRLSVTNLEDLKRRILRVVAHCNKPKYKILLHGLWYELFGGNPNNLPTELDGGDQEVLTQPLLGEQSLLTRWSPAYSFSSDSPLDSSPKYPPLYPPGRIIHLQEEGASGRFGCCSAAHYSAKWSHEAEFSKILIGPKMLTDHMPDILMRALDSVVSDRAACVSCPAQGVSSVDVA
Tat export inh: blocks Tat-dependent protein export in E. coli. E. coli MC4100 TorA-mCherry Tat export, fluorescence. inhibition, % at 10 µM. 340,000 compounds, 0.036% hits;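 active = mean replicate inhibition at least 50% and at least half of replicates individually reaching 50%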;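 also: exported cargo escapes ClpAP degradation while cytoplasmic cargo is degraded and loses fluorescence; 0% = median of neutral control wells and 100% = median of NaSCN control wells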
phage Ecoli inh: E. coli growth loss with phage present | growth absorbance | inhibition, % at 11.9 µM | 360,000 compounds, 0.26% hits | AID 651602; in the data active = inhibition above about 11%
Rtt109 Vps75: blocks Candida albicans Rtt109/Vps75 acetyltransferase activity; purified Rtt109/Vps75, ThioGlo CoA-SH fluorescence, 4 h; AID 540336; inhibition, % at 34.9 µM; 330,000 compounds, 0.16% hits;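 active = inhibition of at least 50% in every replicate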
Target sequence (Q5AAJ8 whole entry, looked up): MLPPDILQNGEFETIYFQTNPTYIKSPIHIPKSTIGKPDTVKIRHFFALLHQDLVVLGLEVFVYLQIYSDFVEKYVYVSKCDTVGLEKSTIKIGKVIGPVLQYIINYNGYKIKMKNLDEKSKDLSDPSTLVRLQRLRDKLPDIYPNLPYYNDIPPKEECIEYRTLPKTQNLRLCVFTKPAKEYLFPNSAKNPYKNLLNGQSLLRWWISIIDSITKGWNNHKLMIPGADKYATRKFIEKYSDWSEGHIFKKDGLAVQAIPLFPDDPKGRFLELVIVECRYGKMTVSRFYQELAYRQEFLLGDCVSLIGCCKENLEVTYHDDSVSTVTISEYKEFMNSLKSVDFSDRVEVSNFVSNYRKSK
* marks the source's active call; other numbers are inactive results; nt = no result given. Rows are unselected; 1.9% or so of the library scored in one or more.

SMILES | Wnt act | CAL PDZ inh | PvdQ acylase | AddAB inh | PfHsp90 set2 | E coli growth | DAGLB inhibitor | Tat export inh | phage Ecoli inh | Rtt109 Vps75
O=C(Nc1ccc(Cl)cc1C(=O)NCc1cccnc1)c1ccco1 | nt | -3.7 | -4 | -0.8 | 0 | -1.4 | -2 | -9 | 3.5 | -5
N#C/C(=N/Nc1ccccc1F)C(=N)N1CCOCC1 | 13 | -0.3 | -8 | 1.5 | -22 | -0.5 | 0 | -4 | 2.7 | 6
COc1ccc(OC)c(NC(=O)c2ccno2)c1 | 0 | 0.3 | -6 | 1.5 | 3 | 1.4 | 0 | 3 | 0.7 | -4
O=C(CCCn1c(=S)[nH]c2ccsc2c1=O)NCCc1ccccc1 | 3 | -2.0 | 8 | 2.4 | -10 | -0.2 | -3 | -10 | 1.7 | 15
CCCc1cc(NCCCn2ccnc2)n2nc(C)c(-c3ccccc3)c2n1 | 32* | -1.2 | -8 | -0.8 | 12 | -1.3 | 0 | 2 | 1.0 | 5
O=C(C1=C(O)C(=O)N(Cc2ccco2)C1c1cccc(Cl)c1)c1ccco1 (configuration not stated) | 0 | 0.0 | 0 | 4.3 | -8 | 1.1 | 6 | 3 | 2.1 | 10
COc1ccc(-n2nc(C(=O)NCC(=O)NC3CCCC(C)C3C)c3ccccc3c2=O)c(OC)c1 (configuration not stated) | -1 | -1.9 | -14 | 2.2 | -15 | 1.1 | -2 | 3 | 3.0 | 4
CCCCN(C(=O)CNC(=O)c1cccs1)C(C(=O)NC1CCCC1)c1ccncc1 (configuration not stated) | 0 | 0.8 | -18 | 1.6 | -18 | 2.4 | -2 | -10 | 3.8 | -3
Cc1ccc(Cn2ccc(O)c(Cc3ccccc3)c2=O)cc1 | 0 | -0.2 | -14 | 3.5 | 3 | 1.9 | 0 | -11 | 3.0 | nt
COc1ccc(-c2cc(C(=O)N3CCCCC3)no2)cc1OC | -4 | 0.7 | -6 | 0.4 | 12 | 1.6 | 0 | 1 | 4.1 | -2
Cc1cccc(CCNC(=O)c2cccc(N3CCCC3=O)c2)c1 | 26 | -0.6 | 2 | 1.7 | 10 | -0.6 | 2 | 3 | 1.7 | 11
CCC(C)NCCOc1ccc(C(C)(C)c2ccccc2)cc1 (configuration not stated) | -8 | 0.0 | -16 | 1.6 | 9 | 2.5 | -1 | -5 | 1.4 | 9
COC(=O)C(Cc1ccccc1)NC(=O)c1ccc(NS(=O)(=O)c2ccc3[nH]c(=O)[nH]c3c2)cc1 (configuration not stated) | -2 | -1.5 | -12 | 1.4 | -13 | 1.4 | 0 | -8 | 2.3 | 3
O=C(NNc1c2ccccc2nc2ccccc12)C12CC3CC(CC(C3)C1)C2 | 11 | -0.7 | -14 | -1.6 | 4 | 0.9 | -2 | -20 | 2.7 | -7
COc1ccc(CC(=O)N[C@@H]2c3ccccc3CC[C@@H]2OCc2ccccc2)cc1 | -1 | 0.7 | -3 | -0.6 | 11 | -0.9 | -11 | -5 | 3.4 | -12
COc1ccccc1/C=N/N(C(C)=O)c1nc(-c2ccc(F)cc2)cs1 | nt | -1.4 | -14 | 2.2 | 10 | 2.1 | -3 | 6 | 2.2 | -1
CC(=O)Nc1ccc(S(=O)(=O)Nc2nc(CN3CCOCC3)nc3sc4c(c23)CCCC4)cc1 | nt | 0.7 | -11 | 0.3 | 5 | -1.0 | 2 | 4 | 1.0 | 6
C=CCC[C@@H](Cc1ccc(F)cc1)C(=O)OC[C@H](C)NC(=O)[C@@H](CC=C)CC(=O)N[C@@H](CO)Cc1ccccc1 | -3 | -0.4 | 3 | -1.1 | 7 | -1.1 | 0 | -6 | 1.9 | -11
CC(C)Cn1c(SCC(=O)N2CCN(C(=O)c3ccco3)CC2)nc2ccccc2c1=O | -1 | 0.2 | 5 | -1.0 | 15 | 0.2 | 0 | 6 | 0.1 | -6
O=C(Nc1ccccc1)N1CCCN(c2nccc(C(F)(F)F)n2)CC1 | 3 | 1.6 | 2 | 1.3 | 2 | -1.1 | -1 | -7 | -1.9 | -8
COc1ccc(C2=NO[C@@H]3C(=O)N(C4CCCCC4)C(=O)[C@H]23)cc1OC | -3 | -0.4 | -14 | -0.2 | 22 | -3.0 | -5 | 1 | 1.5 | 4
Cn1c(C(=O)NC2CC2)cc2c(=O)n(C)c3ccccc3c21 | 1 | 0.4 | 9 | 4.8 | 6 | 1.7 | -1 | -19 | 1.2 | -9
COC1=CC(=O)c2c(ccc3ncnc(N)c23)C1=O | -26 | 0.7 | -17 | nt | -32 | nt | -27 | -27 | 2.3 | 1
Cc1nnc2ccc(N3CCN(C(=O)c4ccccc4)CC3)nn12 | -5 | 0.7 | -9 | 1.8 | -13 | 0.9 | -1 | -1 | 2.4 | -9
O=C(Oc1ccc(N(Cc2cccs2)C2=NS(=O)(=O)c3ccccc32)cc1)c1ccccc1Cl | -1 | -3.6 | -15 | 3.1 | -5 | -0.8 | -3 | 5 | 2.7 | -3
c1ccc(-n2cnc3cc(NCc4ccccn4)ccc32)cc1 | -1 | 1.6 | -10 | 2.9 | -14 | -2.2 | 1 | -3 | 0.8 | -1
O=C1C(=C2SCCCS2)CC/C1=C\c1ccc(F)cc1 | nt | 0.5 | 4 | 5.6 | 8 | 2.5 | 1 | -3 | 3.3 | -2
CC1CCN(C(c2nnnn2CCc2ccccc2)C(C)C)CC1 (configuration not stated) | -1 | -0.7 | 6 | 0.3 | -11 | -1.0 | -6 | 1 | 4.4 | 24
COc1ccc(NC(=O)c2cccc(N3C(=O)NC4CC3(C)Oc3ccccc34)c2)cc1 (configuration not stated) | -3 | nt | -10 | -4.2 | nt | -1.6 | 3 | -3 | 1.7 | 10
CC(=O)NCC(=O)N(C)C(C(=O)Nc1ccc2c(c1)OCCO2)c1ccccc1 (configuration not stated) | nt | -2.2 | 5 | -0.1 | 2 | -2.6 | 1 | 2 | 1.0 | 19
CCCCn1c(SCC(=O)N2c3ccccc3Sc3ccccc32)nc2c1c(=O)n(C)c(=O)n2C | nt | -2.5 | -20 | 4.8 | -20 | 0.6 | 0 | 9 | 3.4 | 0
COCCCN(CCCN)Cc1ccco1 | nt | -0.6 | -10 | 0.8 | 24 | 3.9 | 1 | 2 | 2.2 | 12
CC(C)C(=O)N1CCN(c2ccc(NC(=S)NC(=O)c3cc4ccccc4o3)cc2)CC1 | 0 | -1.9 | 4 | 4.4 | 12 | 2.9 | 0 | 1 | -0.1 | 5
O=C(C[C@H]1C[C@H](C(=O)N2CCCCC2)[C@@]2(CCc3ccccc3)c3[nH]c4ccc(Cl)cc4c3CCN2C1=O)NCCc1ccccn1 | nt | 0.3 | -17 | 0.1 | -66 | -1.4 | 0 | -5 | nt | 0
O=C(NCc1cccc(CNC(=O)Nc2cccc(O)c2)c1)Nc1cccc(O)c1 | 2 | -1.1 | 8 | -0.7 | -5 | -1.3 | 1 | -2 | 3.3 | -7
Cc1ccn2c(=O)nc(SCC(=O)N3CCCc4ccccc43)nc2c1 | 0 | -2.5 | -10 | -0.9 | -4 | 2.3 | 2 | 4 | 2.4 | 0
Cn1ccc(C(=O)NC(=S)N2CCSCC2)n1 | 2 | -0.4 | -9 | 2.4 | 13 | -0.2 | -1 | -2 | 0.1 | -13
O=C(c1cc(COc2c(F)cccc2F)on1)N1C[C@H]2CC[C@H]1C2 | 34* | 0.3 | -14 | 5.4 | -2 | 1.8 | -2 | 2 | 2.1 | -8
N#CC(c1ccccn1)c1ncc(C(F)(F)F)cc1Cl (configuration not stated) | -2 | -0.9 | 2 | 0.0 | 0 | -1.8 | -2 | -4 | 3.2 | -6
CC1(NC(=O)Nc2cccc(Br)c2)CCS(=O)(=O)C1 (configuration not stated) | -5 | -0.6 | -19 | 0.0 | -11 | 0.0 | 0 | -10 | 2.7 | 4
COc1ccc(C(=O)c2oc3ccc(OC)cc3c2NC(C)=O)cc1 | -1 | -0.9 | -11 | -0.5 | -63 | -2.4 | -8 | 5 | 0.1 | -1
COC(=O)c1ccc(C(=O)OC)c(NC(=O)COC(=O)C2CC2C)c1 (configuration not stated) | nt | -1.7 | -6 | 1.6 | 1 | -0.5 | -9 | -1 | 3.2 | -6
CCCn1cc(S(=O)(=O)c2ccc(Cl)cc2)c(=O)c2cc(OC)ccc21 | 1 | -2.7 | 1 | 3.5 | -1 | -1.8 | 0 | 3 | 3.0 | -8
O=C(N/N=C(/CC(=O)c1cccs1)C(F)(F)F)c1ccc(O)cc1 | nt | -0.6 | -6 | 1.8 | 55 | 0.3 | 7 | 1 | 2.5 | 9
COc1ccc2c3c([nH]c2c1)C1(NCC3)C(=O)Nc2ccccc21 (configuration not stated) | 0 | 0.0 | -6 | -0.4 | 2 | 1.5 | 0 | 0 | 2.3 | 9
Cc1nn(C(C)C(=O)NC2CC2)c(=O)c2nn(-c3ccccc3)c(C)c12 (configuration not stated) | 0 | 1.1 | 9 | 2.9 | 1 | -0.8 | 2 | 6 | 3.1 | 4
CCC(CC)NC(=O)CN(c1ccccc1OC)S(=O)(=O)c1cccs1 | 0 | -1.6 | -12 | 1.1 | 0 | 2.8 | 1 | 16 | 3.0 | -6
COc1ccc(NC(=O)c2cc(C3CC3)nc3c2cnn3C(C)C)cc1OC | 2 | -0.8 | 0 | -0.6 | 46 | -3.0 | 0 | 2 | 1.1 | 3
COC(=O)c1c(NC(=O)c2ccccc2)sc(Cc2ccccc2)c1C | -2 | nt | -9 | 3.8 | nt | 3.7 | -1 | 3 | 1.3 | -11
C=CCn1c(COc2ccccc2F)nnc1SCC(=O)NC(=O)NCc1ccco1 | nt | -1.0 | 8 | 2.1 | -5 | 1.1 | 4 | 1 | 1.5 | -6
The list goes on.
SMILES | Wnt act | CAL PDZ inh | PvdQ acylase | AddAB inh | PfHsp90 set2 | E coli growth | DAGLB inhibitor | Tat export inh | phage Ecoli inh | Rtt109 Vps75
O=C(CSc1ccccc1)Nc1ccc(N2CCOCC2)c(F)c1 | 15 | 0.7 | -10 | 0.6 | 0 | 4.1 | -2 | 11 | -0.5 | 3
Cn1c(/C(C#N)=C/c2cccc(O)c2)nc2ccccc21 | 8 | -1.7 | 12 | 0.6 | 8 | -0.6 | -1 | 0 | 5.2 | -4
O=C(NCCc1cn2ccccc2n1)c1cc(COc2ccc3ncccc3c2)on1 | 0 | -3.5 | -3 | 5.1 | 3 | 0.2 | 2 | -9 | 3.6 | 5
O=C(CN1C(=O)S/C(=C\c2ccccn2)C1=O)Nc1ccccc1 | -3 | -0.2 | -1 | nt | 3 | nt | 8 | 4 | 4.0 | -3
O=C1[C@H]2[C@H](ON3CCCC[C@H]23)C(=O)N1c1cccc(C(F)(F)F)c1 | -3 | 0.0 | -14 | 2.1 | -4 | -0.5 | -1 | -6 | 3.1 | -6

Entries of single compounds from above. Order of values: Wnt act	CAL PDZ inh	PvdQ acylase	AddAB inh	PfHsp90 set2	E coli growth	DAGLB inhibitor	Tat export inh	phage Ecoli inh	Rtt109 Vps75
`O=C(NCCc1cn2ccccc2n1)c1cc(COc2ccc3ncccc3c2)on1` is listed as 0	-3.5	-3	5.1	3	0.2	2	-9	3.6	5
`O=C(CN1C(=O)S/C(=C\c2ccccn2)C1=O)Nc1ccccc1` is listed as -3	-0.2	-1	nt	3	nt	8	4	4.0	-3
`O=C1[C@H]2[C@H](ON3CCCC[C@H]23)C(=O)N1c1cccc(C(F)(F)F)c1` is listed as -3	0.0	-14	2.1	-4	-0.5	-1	-6	3.1	-6
`Cn1c(/C(C#N)=C/c2cccc(O)c2)nc2ccccc21` is listed as 8	-1.7	12	0.6	8	-0.6	-1	0	5.2	-4

Screening data as filed in PubChem BioAssay.
